Compound activity deposited in PubChem BioAssay by National Center for Advancing Translational Sciences (NCATS).
DRD3 antagonist = qHTS of D3 Dopamine Receptor Antagonist: qHTS | D(3) dopamine receptor (Homo sapiens), P35462 | D3R cells, DiscoveRx beta-arrestin luminescence, antagonist mode; active compounds read low | max response, negative = inhibition, % | actives 2.5% (n = 360,000); in the data active = max response below about -50%; inconclusive = no clear call, values can overlap the other calls; also: % is scaled to controls: 0 for no effect and ±100 for the full control effect; mostly tested at two doses, the higher about 12 µM
Target sequence (P35462 whole entry, looked up): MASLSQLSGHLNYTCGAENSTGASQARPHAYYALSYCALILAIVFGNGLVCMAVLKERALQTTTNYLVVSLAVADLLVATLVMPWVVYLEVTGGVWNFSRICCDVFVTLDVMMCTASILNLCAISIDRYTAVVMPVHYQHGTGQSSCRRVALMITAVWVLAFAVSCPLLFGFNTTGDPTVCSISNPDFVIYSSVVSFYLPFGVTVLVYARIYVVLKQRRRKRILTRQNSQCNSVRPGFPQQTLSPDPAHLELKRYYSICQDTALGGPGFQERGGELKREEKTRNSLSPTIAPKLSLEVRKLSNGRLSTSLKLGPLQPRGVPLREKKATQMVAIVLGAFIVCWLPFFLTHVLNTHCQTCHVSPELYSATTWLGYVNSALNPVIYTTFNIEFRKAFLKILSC
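Cells expressing the human receptor were seeded at 1500 cells/well, incubated overnight at 37 degrees C in 5% CO2, then exposed to library compounds with dopamine controls for 90 minutes at 37 degrees C before luminescent detection.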
D3 ag = qHTS of D3 Dopamine Receptor Agonist: qHTS. D(3) dopamine receptor (Homo sapiens), P35462. D3R DiscoveRx beta-arrestin cells, luminescence, 90 min. max activation, %. actives 0.58% (n = 410,000). AID 652048, 2013; in the data active = max activation above about 30%; also: 0% is about no effect; mostly tested at two doses, the higher about 12 µM
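Agonist mode: compounds and dopamine controls were applied to plated cells for 90 min at 37 degrees C after an overnight attachment at 1500 cells/well. Luminescent read-out followed 30 - 60 minutes at room temperature with DiscoveRx detection reagent.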
KB-3-1 cytotox = qHTS assay for MDR1-selective chemotherapeutics: Primary screen using the parental adenocarcinoma cell KB-3-1; KB-3-1 viability, CellTiter-Glo ATP luminescence, 72 h; Potency, µM (highest dose often 46.1 µM), for the others: top-dose activity change, negative = cytotoxic, actives largely listed as cytotoxic; actives 1.4% (n = 400,000); also: potency is read from the fitted curve at half-maximal effect; % is scaled to controls: 0 for no effect and ±100 for the full control effect; nearly all actives have a fitted effect of over 60% in size
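Luminescent ATP read-out (CellTiter-Glo) measures survival of drug-naive KB-3-1 cells after 72 h compound exposure at 37 °C. Titration series was screened from lowest to highest concentration, with DMSO vehicle plates as background controls.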
SW480 rereplic = A quantitative high throughput screen for small molecules that induce DNA re-replication in SW480 colon adenocarcinoma cells; SW480 DNA re-replication, Hoechst DNA content imaging, 48 h; Potency, µM (highest dose often 46.1 µM), for inactives: at the highest dose re-replication activation, hits mostly activators; actives 1.8% (n = 340,000); AID 624297, 2012; also: potency is read from the fitted curve at half-maximal effect; % of control where 0% means no effect; nearly all actives have a fitted effect of over 55% in size
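Compounds, transferred as 23 nL by pin tool, were incubated with cells for 48 hr; DNA content per nucleus was then quantified by Hoechst staining and fluorescence plate imaging.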
IL1B secr inh = qHTS for Inhibitors of Inflammasome Signaling: IL-1-beta AlphaLISA Primary Screen; actives 4.7% (n = 360,000); activity change, % at 57.5 µM; THP-1 LPS/ATP IL-1B secretion, AlphaLISA, 16 h; active compounds read low; in the data active = activity change below about -50%; inconclusive = mostly about -30% to -49%; also: % is scaled to controls: 0 for no effect and ±100 for the full control effect
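Secreted IL-1B measured by AlphaLISA bead assay after 16 h compound exposure of THP-1 cells; compounds (final up to 57.5 uM) added 1 h before LPS (250 ng/mL) and ATP (1.25 mM) stimulation; lower signal means less secretion.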
HT1080 IDH1KD tx = qHTS for induction of synthetic lethality in tumor cells producing 2HG: qHTS for the HT-1080-IDH1KD cell line; HT-1080 IDH1 knockdown viability, ATP luminescence, 48 h; Potency, µM (doses to about 46.1 µM), for the others: top-dose activity, negative = toxicity, usual class: cytotoxic; actives 2% (n = 360,000);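 also: potency is read from the fitted curve at half-maximal effect; 0% = DMSO wells and -100% = cell-free medium wells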
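Cytotoxicity counter-line: IDH1KD HT-1080, 48 h, CellTiter-Glo. Curves classed by r2, magnitude and activity.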
GLP1R ag = qHTS of GLP-1 Receptor Agonists; HEK293 GLP-1R CRE-luciferase, luminescence, 4-6 h; cells express a hypersensitive GLP-1R form; Glucagon-like peptide 1 receptor (Homo sapiens), P43220; Potency, µM (highest dose often 45.6 µM), without a hit: top-dose activation, actives largely listed as activators; actives 0.007% (n = 380,000); also: potency is read from the fitted curve at half-maximal effect; % of control where 0% means no effect
Target sequence (P43220 whole entry, looked up): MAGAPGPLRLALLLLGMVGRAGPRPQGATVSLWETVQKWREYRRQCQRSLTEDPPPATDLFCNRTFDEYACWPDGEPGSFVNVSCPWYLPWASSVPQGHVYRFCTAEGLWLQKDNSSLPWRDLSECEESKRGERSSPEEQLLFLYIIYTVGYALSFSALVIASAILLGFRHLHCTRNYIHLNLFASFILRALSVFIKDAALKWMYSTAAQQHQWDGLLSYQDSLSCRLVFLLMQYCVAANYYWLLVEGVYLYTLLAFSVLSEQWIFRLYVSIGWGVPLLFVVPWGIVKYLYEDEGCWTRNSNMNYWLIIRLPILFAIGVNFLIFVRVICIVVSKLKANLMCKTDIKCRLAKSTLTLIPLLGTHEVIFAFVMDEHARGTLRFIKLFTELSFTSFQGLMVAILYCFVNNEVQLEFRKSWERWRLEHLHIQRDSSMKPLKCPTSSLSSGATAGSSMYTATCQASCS
KB-V1 MDR tox = qHTS assay for MDR1-selective chemotherapeutics: Primary screen using the drug-selected MDR subline cells KB-V1. KB-V1 MDR cells viability, CellTiter-Glo, 72 h. Potency, µM (highest dose often 46.1 µM), for the others: top-dose activity change, negative = cytotoxicity, usual class: cytotoxic. actives 3.4% (n = 400,000); also: potency is read from the fitted curve at half-maximal effect; % is scaled to controls: 0 for no effect and ±100 for the full control effect; nearly all actives have a fitted effect of over 60% in size
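Compound-treated KB-V1 multidrug-resistant cells, 72 h, 37 degrees C; viability by CellTiter-Glo. Fitted qHTS curves give the values.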
HT1080NT lethal = qHTS for induction of synthetic lethality in tumor cells producing 2HG: qHTS for the HT-1080-NT fibrosarcoma cell line; HT-1080-NT fibrosarcoma viability, CellTiter-Glo ATP luminescence, 48 h; Potency, µM (doses to about 46.1 µM), for the others: top-dose activity, negative = less viability, usual class: cytotoxic; actives 1.6% (n = 360,000);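 also: NT is the 2HG producing partner of a matched IDH1 knockdown line; potency is read from the fitted curve at half-maximal effect; 0% = DMSO-treated cells and -100% = media-only wells without cells; nearly all actives have a fitted effect of over 55% in size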
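A 48-hour cytotoxicity screen used HT-1080-NT cells plated 2 hours before compound delivery. ATP-based CellTiter-Glo luminescence measured viability, normalized to DMSO and no-cell controls.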
* = called active by the depositor. Unless noted, calls follow the shape of the dose curve; as a rule, active = well fitted curve in the direction sought with a large enough effect; inconclusive = small, poorly fitted or top-dose-only effect, or another doubt; inactive = no such curve, though single readings can be large; an effect the other way counts as inactive or inconclusive. Rows are unselected, and some 12% of all compounds hit somewhere here.

For CCC(=O)N1CCc2cc(S(=O)(=O)CCC(=O)NCc3ccc(F)cc3)ccc21 the results were D3 ag -2, KB-3-1 cytotox -19%, GLP1R ag 2% and KB-V1 MDR tox inconclusive.
`COc1cc(NC(=S)N(C)C)c(OC)cc1Cl` gave DRD3 antagonist 9, D3 ag -5, KB-3-1 cytotox -48%, SW480 rereplic inconclusive, IL1B secr inh -8, HT1080 IDH1KD tx 0%, GLP1R ag 1%, KB-V1 MDR tox inconclusive and HT1080NT lethal -2%.
For CCOC(=O)c1c(C)n(C)c2ccc(OCC(O)CN3CCC(C)CC3)cc12 (configuration not stated) the results were DRD3 antagonist -102*, D3 ag -21, KB-3-1 cytotox -17%, SW480 rereplic 7%, IL1B secr inh inconclusive, HT1080 IDH1KD tx -5%, GLP1R ag -3%, KB-V1 MDR tox -7% and HT1080NT lethal -3%.
For O=C(Cc1nn[nH]n1)c1ccccc1O the results were DRD3 antagonist -5, D3 ag 1, KB-3-1 cytotox inconclusive, SW480 rereplic 23%, IL1B secr inh 9, HT1080 IDH1KD tx 15%, GLP1R ag -7%, KB-V1 MDR tox 1% and HT1080NT lethal 20%.
`CC1CC(Nc2ccccc2)c2ccccc2N1C(=O)c1ccncc1` (configuration not stated) gave DRD3 antagonist 2, D3 ag 8, KB-3-1 cytotox 8%, SW480 rereplic -10%, IL1B secr inh -2, HT1080 IDH1KD tx -4%, GLP1R ag 0%, KB-V1 MDR tox -22% and HT1080NT lethal -2%.
Cn1nc(-c2ccccc2)cc1NC(=O)C1CCCCC1 was read as DRD3 antagonist -6, D3 ag 2, KB-3-1 cytotox 2%, SW480 rereplic 4%, IL1B secr inh -17, HT1080 IDH1KD tx 1%, GLP1R ag 1%, KB-V1 MDR tox -10% and HT1080NT lethal -25%.
`O=C(COC(=O)c1ccccc1O)NC1CCCc2ccccc21` (configuration not stated) gave DRD3 antagonist 0, D3 ag 1, KB-3-1 cytotox inconclusive, SW480 rereplic -9%, IL1B secr inh 10, HT1080 IDH1KD tx 4%, GLP1R ag 1%, KB-V1 MDR tox 1% and HT1080NT lethal 13%.
`O=C(CC[C@H]1O[C@@H](n2ccc(=O)[nH]c2=O)[C@H](O)[C@@H]1O)N[C@H](Cc1ccccc1)C(=O)NCCCc1ccccc1` gave DRD3 antagonist -6, D3 ag -11, KB-3-1 cytotox 0%, IL1B secr inh 18, HT1080 IDH1KD tx 17%, GLP1R ag 2%, KB-V1 MDR tox 2% and HT1080NT lethal 21%.
`CCOc1ccc(CCN2C(=S)N([C@@H](Cc3ccccc3)CN3CCC[C@@H]3CN3C(=S)NC[C@@H]3CC(C)C)C[C@@H]2Cc2ccccc2)cc1` gave DRD3 antagonist -8, D3 ag 4, KB-3-1 cytotox 6%, IL1B secr inh -17, HT1080 IDH1KD tx 17%, GLP1R ag -1%, KB-V1 MDR tox inconclusive and HT1080NT lethal -10%.
For COC(=O)CNc1nc(OC)nc(N(C)C)n1 the results were DRD3 antagonist -12, D3 ag -2, KB-3-1 cytotox -16%, SW480 rereplic -6%, IL1B secr inh -8, HT1080 IDH1KD tx 0%, GLP1R ag -1%, KB-V1 MDR tox 0% and HT1080NT lethal 3%.
For COc1cc(NC(=O)c2ccco2)c(OC)cc1NC(=O)CSc1nnc(-c2cccs2)n1C the results were DRD3 antagonist 22, D3 ag -1, KB-3-1 cytotox inconclusive, SW480 rereplic 1%, IL1B secr inh -18, HT1080 IDH1KD tx inconclusive, GLP1R ag -3%, KB-V1 MDR tox inconclusive and HT1080NT lethal inconclusive.
For O=C(/C=C/c1ccccc1)NC1CC2CCC1C2 (configuration not stated) the results were DRD3 antagonist 6, D3 ag -5, KB-3-1 cytotox 17%, SW480 rereplic 1%, IL1B secr inh 1, HT1080 IDH1KD tx 16%, GLP1R ag -4%, KB-V1 MDR tox -10% and HT1080NT lethal 18%.
For Cc1ccc(N(C(=O)Cn2nnc(-c3ccc(C)o3)n2)C(C(=O)NC2CCCC2)c2ccco2)cc1 (configuration not stated) the results were DRD3 antagonist -17, D3 ag -16, KB-3-1 cytotox -23%, SW480 rereplic inconclusive, IL1B secr inh 6, HT1080 IDH1KD tx inconclusive, GLP1R ag -9%, KB-V1 MDR tox inconclusive and HT1080NT lethal inconclusive.
For NC(CC(=O)O)c1cccc(OCc2ccccc2)c1 (configuration not stated) the results were DRD3 antagonist 14, D3 ag 3, KB-3-1 cytotox 5%, SW480 rereplic 1%, IL1B secr inh -1, HT1080 IDH1KD tx 7%, GLP1R ag -1%, KB-V1 MDR tox -8% and HT1080NT lethal 3%.
For CCOC(=O)C1CCCN(C(=O)CN(c2ccc(OC)cc2)S(=O)(=O)c2c(C)noc2C)C1 (configuration not stated) the results were DRD3 antagonist 0, D3 ag -16, KB-3-1 cytotox 6%, SW480 rereplic 29%, IL1B secr inh 2, HT1080 IDH1KD tx 1%, GLP1R ag -5%, KB-V1 MDR tox 0% and HT1080NT lethal -2%.
For O=C(CSc1nnc(CNC(=O)c2ccco2)o1)c1ccc(Cl)cc1 the results were DRD3 antagonist 7, D3 ag -1, KB-3-1 cytotox 5%, SW480 rereplic inconclusive, IL1B secr inh -106*, HT1080 IDH1KD tx 11%, GLP1R ag -7%, KB-V1 MDR tox 4% and HT1080NT lethal 7%.
`COc1ccc(NC(=O)Cc2coc3ccc4ccccc4c23)cc1S(=O)(=O)N1CCOCC1` gave DRD3 antagonist -7, D3 ag -1, KB-3-1 cytotox -27%, SW480 rereplic inconclusive, IL1B secr inh -6, HT1080 IDH1KD tx -23%, GLP1R ag 11%, KB-V1 MDR tox -30% and HT1080NT lethal -23%.
For O=C1COc2ccc(C(=O)CSc3ccc(Br)cc3)cc2N1 the results were DRD3 antagonist -6, D3 ag -5, KB-3-1 cytotox -12%, SW480 rereplic 1%, IL1B secr inh -1, HT1080 IDH1KD tx -23%, GLP1R ag 18%, KB-V1 MDR tox -4% and HT1080NT lethal -8%.
Cc1ccc(C)c(NC(=O)CN(C)C(=O)c2ccc3c(=O)n4c(nc3c2)CCC4)c1 was read as DRD3 antagonist 6, D3 ag 6, KB-3-1 cytotox 11%, SW480 rereplic -8%, IL1B secr inh 6, HT1080 IDH1KD tx 5%, GLP1R ag -4%, KB-V1 MDR tox inconclusive and HT1080NT lethal 9%.
For CCC1CN(C(=O)N2CCC(C(=O)NCCc3ccccc3)CC2)c2ccccc2O1 (configuration not stated) the results were DRD3 antagonist 3, D3 ag 2, KB-3-1 cytotox -1%, SW480 rereplic -13%, IL1B secr inh 10, HT1080 IDH1KD tx -1%, GLP1R ag 8%, KB-V1 MDR tox -24% and HT1080NT lethal 15%.

Quoted at random: two entries already listed.
For COC(=O)CNc1nc(OC)nc(N(C)C)n1 the results were DRD3 antagonist -12, D3 ag -2, KB-3-1 cytotox -16%, SW480 rereplic -6%, IL1B secr inh -8, HT1080 IDH1KD tx 0%, GLP1R ag -1%, KB-V1 MDR tox 0% and HT1080NT lethal 3%.
For Cc1ccc(N(C(=O)Cn2nnc(-c3ccc(C)o3)n2)C(C(=O)NC2CCCC2)c2ccco2)cc1 (configuration not stated) the results were DRD3 antagonist -17, D3 ag -16, KB-3-1 cytotox -23%, SW480 rereplic inconclusive, IL1B secr inh 6, HT1080 IDH1KD tx inconclusive, GLP1R ag -9%, KB-V1 MDR tox inconclusive and HT1080NT lethal inconclusive.

(continued)
For O=C(CNC(=O)c1ccc(Cl)cc1)NC1CCCCC1 the results were DRD3 antagonist -59*, D3 ag -19, KB-3-1 cytotox -1%, SW480 rereplic 8.2µM*, IL1B secr inh 0, HT1080 IDH1KD tx 0%, GLP1R ag -1%, KB-V1 MDR tox 0% and HT1080NT lethal -4%.
COc1ccc(-c2nnc(NC(=O)c3ccccc3C)o2)cc1 was read as DRD3 antagonist -11, D3 ag -12, KB-3-1 cytotox inconclusive, SW480 rereplic 1%, IL1B secr inh 10, HT1080 IDH1KD tx -28%, GLP1R ag -3%, KB-V1 MDR tox -11% and HT1080NT lethal -16%.
Screening O=S(=O)(c1cc(F)ccc1F)N1CCN(c2ccccn2)CC1 returned DRD3 antagonist 7, D3 ag 8, KB-3-1 cytotox 3%, SW480 rereplic inconclusive, IL1B secr inh 7, HT1080 IDH1KD tx 4%, GLP1R ag -2%, KB-V1 MDR tox -8% and HT1080NT lethal 5%.
For O=C(CN1C(=O)/C(=C/c2ccco2)SC1=S)Nc1ccc(O)c(C(=O)O)c1 the results were DRD3 antagonist inconclusive, D3 ag -4, KB-3-1 cytotox 3%, SW480 rereplic -15%, IL1B secr inh -12, HT1080 IDH1KD tx 3%, GLP1R ag -4%, KB-V1 MDR tox 0% and HT1080NT lethal 3%.
For Cc1cc2ccccc2n1CCNC(=O)Cc1ccccc1 the results were DRD3 antagonist 0, D3 ag -6, KB-3-1 cytotox 21%, SW480 rereplic -3%, IL1B secr inh -26, HT1080 IDH1KD tx 7%, GLP1R ag -6%, KB-V1 MDR tox inconclusive and HT1080NT lethal 8%.
For O=C1NC[C@@H](Cc2cccc3ccccc23)N(CC2(c3ccccc3)CC2)C1=O the results were DRD3 antagonist 46, D3 ag 6, KB-3-1 cytotox -15%, SW480 rereplic inconclusive, IL1B secr inh inconclusive, HT1080 IDH1KD tx -12%, GLP1R ag -3%, KB-V1 MDR tox -10% and HT1080NT lethal -16%.
